Source: PubChem (several laboratories)
Peg3 prom inh = Peg3 promoter activity inhibition. HeLa PEG-Prom luciferase reporter, luminescence, overnight. AID 588405. hit rate 1.7% among 360,000. inhibition, % at 20 µM;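 active means inhibition of at least 50% at 20 µM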
MITF TRPM1 inh = inhibitors of MITF-driven TRPM1 promoter in melanoma cells; SK-MEL-5 TRPM1 promoter luciferase, 24 h; hit rate 0.83% among 330,000; inhibition, % at 12.5 µM; AID 488899;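 active means mean inhibition across replicates of 60% or more, whatever share of single replicates reaches that level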; further: values of inactives mirror those of a sister screen read the other way
HTR2A ag = mouse HTR2A agonism via beta-arrestin recruitment | P35363 | hit rate 0.66% among 360,000 | activation, % at 7.6 µM | CHO-K1 mHTR2A beta-arrestin complementation, luminescence; percent of 30 µM serotonin response;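 active means activation above a run cutoff, the mean activation of all tested compounds plus 3 SD, cut at about 14% in these data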;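 further: 0% = plate median of compound wells and 100% = 30 µM serotonin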
NR2E3 ag-1 = human photoreceptor-specific nuclear receptor agonism | hit rate 0.35% among 360,000 | inhibition of corepressor binding, % at 3.98 µM | AID 602229 | CHO-S Gal4-NCOR/VP16-NR2E3 two-hybrid, luciferase;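 active means inhibition above the mean of all tested compounds plus 3 SD, cut at about 70% in these data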;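 further: 0% = DMSO with NR2E3 transfected cells and 100% = cells lacking NR2E3 construct; higher means lower luciferase signal from less NR2E3 corepressor binding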
NR2E3 ag-2 = agonists of human nuclear receptor NR2E3; Q9Y5X4; GST-NR2E3/biotin-RetCOR TR-FRET, 1536-well; inhibition of corepressor binding, % at 4.78 µM; hit rate 0.12% among 320,000; AID 2300;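 active means percent inhibition above the cutoff of mean plus 3 SD of all tested compounds, set per screening campaign, cut at about 20% in these data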;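 further: 0% = DMSO wells and 100% = biotin wells as full block of FRET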
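Material: NR2E3–RetCOR corepressor complex / Amount: 1.35 nM GST-NR2E3 / Medium: Tris pH 7.5 / Compound: single nominal compound dose of 4.8 µM / Incubation: 5 h at 4 °C / Technique: TR-FRET, Eu(K)-anti-GST donor, streptavidin-D2 acceptor, ex 340, em 617/671 nm / Read-out basis: percent loss of FRET ratio relative to control wells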
HIF-2a inh = inhibitors of HIF-2a | hit rate 0.72% among 360,000 | inhibition, % at 18.8 µM | 786-0 RCC cells HIF-2a reporter, luciferase luminescence, overnight;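 active means inhibition of the luminescence signal of 40% or more relative to plate controls, in a single-dose primary screen at 18.75 µM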
Cardio protect = protects H9c2 cardiomyocytes from peroxide injury; hit rate 0.63% among 360,000; H2O2 injury protection, ATPLite, 2 h; AID 588492; protection from H2O2 cell death, % at 20 µM;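 active means compounds giving at least 50% protection of heart cells from peroxide-induced death in the single-dose screen, raw or plate-pattern-corrected value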;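 further: 0% = DMSO wells with peroxide and 100% = DMSO wells without peroxide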
CaV13 FRET inh = Primary screen for inhibitors of IQ motif and Ca2+-dependent inactivation inhibitor domain binding in CACNA1D, Förster resonance energy transfer in living cells, …. HEK cells, CFP/YFP FRET ICDI-IQ, plate reader, 10 min; percent FRET-ratio fall versus neutral wells. inhibition, % at 12.3 µM. hit rate 0.098% among 340,000. AID 743397;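 active means mean replicate inhibition of at least 30% and at least 1% of replicates passing that level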;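 further: 0% = median of the neutral control wells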
Shn3 3UTR inh = inhibitors of Schnurri-3 3'UTR reporter in osteoblasts; Clone20 osteoblast Shn3 3'UTR firefly luciferase, 24 h; inhibition, % at 12.5 µM; AID 588674; hit rate 0.52% among 360,000;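 active means mean inhibition of at least 75% with every replicate also reaching 75%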;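 further: 0% = median of neutral control wells and 100% = pilot-screen positive control compound; some compounds past the cut are filed as inactive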
hiPSC survival = hiPSC single-cell survival enhancement; survival enhancement, % at 20 µM; AID 602274; hit rate 0.044% among 360,000; ATPlite luminescence; 100% = ROCK inhibitor wells, 0% = DMSO; in the data active means survival enhancement above about 18%;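 further: cells exposed to compounds for 16 hours before the ATP read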
PDI turbidity = PDI (human) enzyme inhibition; PDI insulin aggregation turbidity, A650, 90 min; P07237; hit rate 0.052% among 350,000; inhibition, % at 10 µM;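 active means mean inhibition across replicates of 30% or more, whatever share of single replicates reach that level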;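 further: absorbance from insulin aggregation driven by PDI reduction with DTT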
Target sequence (P07237 whole entry, looked up): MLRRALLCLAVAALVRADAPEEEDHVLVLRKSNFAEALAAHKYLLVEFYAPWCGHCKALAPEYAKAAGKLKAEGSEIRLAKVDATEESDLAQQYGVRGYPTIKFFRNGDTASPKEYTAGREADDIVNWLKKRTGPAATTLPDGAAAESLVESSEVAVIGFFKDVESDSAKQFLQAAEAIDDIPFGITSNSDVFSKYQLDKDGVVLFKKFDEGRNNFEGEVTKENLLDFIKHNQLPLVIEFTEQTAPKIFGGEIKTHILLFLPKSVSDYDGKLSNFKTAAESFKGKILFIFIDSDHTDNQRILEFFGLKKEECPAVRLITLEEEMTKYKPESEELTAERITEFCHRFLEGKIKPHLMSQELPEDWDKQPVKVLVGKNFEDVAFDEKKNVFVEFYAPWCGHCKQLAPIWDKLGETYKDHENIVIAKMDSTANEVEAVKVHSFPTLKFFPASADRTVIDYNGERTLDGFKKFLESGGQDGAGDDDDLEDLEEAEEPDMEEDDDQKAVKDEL
Numbers without * were called inactive; · = not tested or not shown. Compounds as they come; overall some 3.9% were active at least once.

smiles,Peg3 prom inh,MITF TRPM1 inh,HTR2A ag,NR2E3 ag-1,NR2E3 ag-2,HIF-2a inh,Cardio protect,CaV13 FRET inh,Shn3 3UTR inh,hiPSC survival,PDI turbidity
COc1ccccc1N1CCN(Cc2ccsc2)CC1,-83,-5,4,3,0,22,3,-4,-12,-1.1,1
COc1ccc(SC[C@H](Cc2ccccc2)N2CCN(CCc3ccccc3)CCC2=O)cc1,20,7,-15,-7,-2,3,-4,-5,56,-0.7,-5
CCN(CC)C(=O)N1CCN(S(=O)(=O)c2c(C)cc(C)cc2C)CC1,6,5,3,5,-1,13,-2,-2,26,-0.3,-10
CC(C)c1ccccc1NC1=CC(=O)CC(C)(C)C1,-11,-4,9,0,-1,6,1,-19,16,0.7,11
CCOCC(=O)Nc1nnc(Cc2ccc(OC)c(OC)c2)s1,24,-16,4,-13,6,-11,-2,-5,4,-0.3,4
COCCNC(=O)c1ccccc1NC(=O)C1COc2ccccc2O1 (configuration not stated),7,-3,3,-4,-2,8,3,-5,-4,-1.2,-22
O=C(c1ccccc1)c1cn[nH]c1-c1ccccc1O,-26,-4,-6,-7,-1,-30,12,-6,-7,-2.8,-2
COC(=O)c1ccc(Cn2nnc3c(=O)[nH]c(C4CCCN(S(=O)(=O)c5ccccc5Cl)C4)nc32)cc1 (configuration not stated),36,8,2,-37,1,1,30,-7,7,-0.1,4
CC(=O)c1c(C)[nH]c(C(=O)Nc2cccc(C(F)(F)F)c2)c1C,-99,-39,-10,-62,3,-154,-6,-4,1,1.0,-2
CCc1csc(CCNC(=O)C2CCC(=O)N(Cc3ccccc3F)C2)n1 (configuration not stated),-11,-7,-3,-12,0,-9,0,-8,-19,1.8,1
C=CCn1c(SCC(=O)N2CCCC2)nc2cc(C(=O)NCC3CCCO3)ccc2c1=O (configuration not stated),10,-2,4,-3,-3,12,11,-10,-12,-1.5,-1
COc1ccc(NC(=O)NCCN2C(=O)C3C4C=CC(C4)C3C2=O)cc1 (configuration not stated),-124,-41,-2,-31,-3,-136,1,-2,-85,3.4,·
Cn1c(=O)c2c(-c3ccccc3)n(-c3ccccc3S)cc2n(C)c1=O,9,·,4,-14,·,4,6,-4,-15,2.3,11
COc1cccc(-c2nc(SC)nc3sc(C(=O)NC(C)(C)C)c(N)c23)c1,0,10,8,-12,-1,-11,7,-9,26,-0.8,-2
CC(Oc1ccccc1)C(=O)N1CCN(c2ccc(N3CCOCC3)nn2)CC1 (configuration not stated),-13,0,0,13,5,6,3,-5,1,-0.5,-11
COc1ccc(OC)c(NC(=O)c2nnn(CCc3ccccc3)c2N)c1,-2,-13,-7,-19,4,2,-11,-2,3,0.3,·
CN(CCN1CCc2ccccc2C1)Cc1nc(-c2ccc3c(c2)OCO3)no1,0,12,-1,11,1,0,-1,-2,10,-0.1,3
CN1CCN(C2=Cc3ccccc3Sc3cc(F)c(Cl)cc32)CC1,26,0,-9,1,1,0,6,-4,-4,-4.9,-1
CCn1c(O)c(/C=C2\C=Nc3ccccc32)sc1=O,-314,-57,-6,-84,2,-225,-8,-2,-75,-1.9,-2
CCCNC(=O)c1ccc(-c2nc3ccccc3s2)s1,-81,9,-1,-66,0,-53,-35,·,27,-4.4,-1
CNC(=S)N/N=C/C1=CCC2CC1C2(C)C (configuration not stated),13,9,4,9,2,12,-17,-5,-33,-1.1,1
CCOc1ncccc1C(=O)OCC(=O)Nc1ncc(C(F)(F)F)cc1Cl,11,-7,-3,-23,-1,4,12,0,-7,8.4,-9
CC1Cc2ccccc2N1C(=O)CCn1c(=O)oc2ccccc21 (configuration not stated),-5,-11,0,-38,0,-23,0,-1,0,-1.3,·
Cc1cc(C)nc(NS(=O)(=O)c2ccc(NC(=O)c3snnc3C)cc2)n1,-10,-3,0,-12,-2,-2,2,-4,-16,-0.3,13
Cc1cc(C)c(S(=O)(=O)N2CCOCC2)cc1NS(=O)(=O)c1cc(OCC(N)=O)c(C)cc1Cl,1,9,-2,-5,3,6,-2,-1,-16,-0.8,2
O=[N+]([O-])c1ccc2c(c1N1CCCCC1)=NC1(CCCCC1)[N+]=2[O-],-2,21,-3,-73,-2,7,2,-5,-1,0.7,-3
COc1ccc(S(=O)(=O)Nc2cc3c4c(c2)CCN4C(=O)CC3)cc1C,-23,-1,-2,13,-1,-13,10,-1,-21,-0.6,-6
CC(C)C1N=C2c3ccccc3N=C(SCc3cc(=O)n4cc(Cl)ccc4n3)N2C1=O (configuration not stated),13,18,6,8,-1,24,5,-4,24,-4.4,0
O=c1c2c3nc4ccccc4nc3n(/N=C/c3ccncc3)c2ncn1-c1ccccc1,11,·,4,-16,2,13,26,·,·,0.7,0
CCc1ccc(C2C(C#N)=C(N)Oc3n[nH]c(CC(=O)OC)c32)cc1 (configuration not stated),17,-3,-4,0,-5,-8,-8,·,-9,-0.5,-7

Full records, quoted from the list. Screens in order: Peg3 prom inh, MITF TRPM1 inh, HTR2A ag, NR2E3 ag-1, NR2E3 ag-2, HIF-2a inh, Cardio protect, CaV13 FRET inh, Shn3 3UTR inh, hiPSC survival, PDI turbidity
COC(=O)c1ccc(Cn2nnc3c(=O)[nH]c(C4CCCN(S(=O)(=O)c5ccccc5Cl)C4)nc32)cc1 (configuration not stated) is listed with 36, 8, 2, -37, 1, 1, 30, -7, 7, -0.1, 4
O=c1c2c3nc4ccccc4nc3n(/N=C/c3ccncc3)c2ncn1-c1ccccc1 is listed with 11, ·, 4, -16, 2, 13, 26, ·, ·, 0.7, 0
O=[N+]([O-])c1ccc2c(c1N1CCCCC1)=NC1(CCCCC1)[N+]=2[O-] is listed with -2, 21, -3, -73, -2, 7, 2, -5, -1, 0.7, -3
CN(CCN1CCc2ccccc2C1)Cc1nc(-c2ccc3c(c2)OCO3)no1 is listed with 0, 12, -1, 11, 1, 0, -1, -2, 10, -0.1, 3

Next part.
smiles,Peg3 prom inh,MITF TRPM1 inh,HTR2A ag,NR2E3 ag-1,NR2E3 ag-2,HIF-2a inh,Cardio protect,CaV13 FRET inh,Shn3 3UTR inh,hiPSC survival,PDI turbidity
Cc1ccc(-n2c(=S)[nH]c3[nH]ncc3c2=O)cc1,0,8,-2,-14,-3,5,5,4,2,0.2,6
CC(=O)NN1C(=O)/C(=C\c2ccc(Cl)cc2)SC1=S,1,18,-3,-30,2,11,4,-3,15,2.7,-1
CCN(C(=O)COC(=O)C1CCN(S(=O)(=O)c2ccc3c(c2)OCCO3)CC1)C1CCCCC1,24,10,-11,-22,-7,17,1,-5,13,-0.1,-8
COc1ccc(COC(=O)CCNC(=O)c2ccc(Cl)cc2)cc1,-15,-1,-2,10,-2,11,-2,-14,-14,0.2,1
Cc1c(C(=O)NCCc2ccc(S(N)(=O)=O)cc2)cccc1[N+](=O)[O-],5,7,2,-9,2,10,-1,4,-11,-2.1,0
COc1ccccc1-c1nnc(SCc2ccccn2)n1C,4,9,0,4,3,4,-4,-5,8,2.5,11
CC(C)(C)c1ccc(Oc2ccc(NC(=O)C3CC=CCC3C(=O)O)cc2)cc1 (configuration not stated),9,27,3,36,1,12,-12,-6,0,-0.7,0
COc1ccc(-n2ccnc(SCC(=O)NC3CCCCC3)c2=O)cc1,-5,-24,2,-14,0,2,0,·,19,0.7,7
CCOC(=O)c1c(C)[nH]c2cc(Br)c(O)cc12,-191,-22,-2,-29,-2,-15,7,-3,-16,1.5,-8
Fc1ccc(C2CCCN2Cc2nc(-c3cnccn3)no2)cc1 (configuration not stated),6,10,0,2,0,17,0,7,-4,-2.7,-8

Ordered by value in CaV13 FRET inh (descending): some entries from above
SMILES	CaV13 FRET inh
CC(C)C1N=C2c3ccccc3N=C(SCc3cc(=O)n4cc(Cl)ccc4n3)N2C1=O (configuration not stated)	-4
CCN(C(=O)COC(=O)C1CCN(S(=O)(=O)c2ccc3c(c2)OCCO3)CC1)C1CCCCC1	-5
C=CCn1c(SCC(=O)N2CCCC2)nc2cc(C(=O)NCC3CCCO3)ccc2c1=O (configuration not stated)	-10
